CTSL1 counter = blocks F. hepatica cathepsin L1 in PFM18AAP counter-screen | 0.49% of 300,000 active | recombinant F. hepatica cathepsin L1, Z-Leu-Arg-MCA fluorescence | AID 1906 | inhibition, % at 5.96 µM;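 active means inhibition above the mean of all tested compounds plus 3 SD, set per screening campaign, cut at about 17% in these data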;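 further: 0% = plate median of test compound wells and 100% = 1 µM Z-Phe-Ala-diazomethylketone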
TPT1 inh = C. albicans TPT1 enzyme inhibition; inhibition, % at 5 µM; recombinant caTPT1, FP RNA substrate dephosphorylation; 0.81% of 300,000 active;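 active means inhibition above the mean of all tested compounds plus 3 SD, set per screening campaign, cut at about 24% in these data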;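 further: plate controls were DMSO alone for no effect and ferristatin control at 100 nM for full effect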
Efflux pump inh = antifungal efflux pump inhibition, Nile Red retention | 0.44% of 330,000 active | inhibition, % at 10 µM | AID 485275 | S. cerevisiae Candida pump triplex;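 active means plate passing quality check with inhibition over a set limit, or well fluorescence over plate mean plus 4 SD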;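 further: Nile Red retained in pooled yeast measured as flow cytometry median fluorescence; 0% = buffer negative control and 100% = Enniatin B positive control; higher means more Nile Red kept so more efflux inhibition; some compounds called inactive have numbers as strong as hits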
HCV core dimer = HCV core protein dimerization inhibition; TR-FRET GST/Flag-core106 dimerization, 1536-well; inhibition, % at 5 µM; 0.33% of 300,000 active; AID 1899;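 active means inhibition above the mean of all tested compounds plus 3 SD, set per screening campaign, cut at about 45% in these data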
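Assay system: Tagged HCV core106 pair (GST and Flag) | Buffer or medium: KF-containing HEPES buffer, pH 7.45, DTT, CHAPS, BSA | Also added: Eu donor and XL665 acceptor anti-tag antibodies | Dosing: One concentration, 5 µM, in 0.5% DMSO | Timing: 4 h at 22.5 °C | Technique: TR-FRET 671 and 617 nm emission | Repeats: Singlicate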
PP5 inh = blocks human protein phosphatase 5 activity; P53041; purified PP5c, OMFP substrate fluorescence; inhibition, % at 6.7 µM; 0.18% of 320,000 active; AID 1987;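 active means inhibition above the campaign's mean inhibition across all tested compounds plus 3 SD, cut at about 9.5% in these data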;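 further: 0% = DMSO only and 100% = 100 µM cantharidin control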
PP1 counter = blocks human PP1-alpha phosphatase, a PP5 counter-screen. P62136. purified PP1alpha, OMFP fluorescence. inhibition, % at 6.7 µM. 0.9% of 320,000 active. AID 2235;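 active means inhibition above the mean inhibition of all tested compounds plus 3 SD, computed separately for each screening campaign, cut at about 15% in these data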
Target sequence (P62136 whole entry, looked up): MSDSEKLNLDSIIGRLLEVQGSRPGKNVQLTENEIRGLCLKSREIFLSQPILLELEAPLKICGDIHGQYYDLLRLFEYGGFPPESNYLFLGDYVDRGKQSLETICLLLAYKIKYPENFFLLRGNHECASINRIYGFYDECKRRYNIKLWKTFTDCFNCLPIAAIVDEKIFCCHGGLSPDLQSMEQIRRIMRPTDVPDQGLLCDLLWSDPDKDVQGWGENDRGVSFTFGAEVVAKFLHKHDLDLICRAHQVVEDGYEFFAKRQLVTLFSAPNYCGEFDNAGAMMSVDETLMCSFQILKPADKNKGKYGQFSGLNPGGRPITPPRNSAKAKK
PREPL inhibitor = human PREPL enzyme inhibition. Q4J6C6. recombinant PREPL, fluorescence polarization activity-based probe. inhibition, % at 5.96 µM. 0.68% of 320,000 active. AID 2751; in the data active means inhibition above about 43%;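 further: 0% = enzyme with DMSO and 100% = wells lacking enzyme; many of its hits are not listed in these tables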
Target sequence (Q4J6C6 whole entry, looked up): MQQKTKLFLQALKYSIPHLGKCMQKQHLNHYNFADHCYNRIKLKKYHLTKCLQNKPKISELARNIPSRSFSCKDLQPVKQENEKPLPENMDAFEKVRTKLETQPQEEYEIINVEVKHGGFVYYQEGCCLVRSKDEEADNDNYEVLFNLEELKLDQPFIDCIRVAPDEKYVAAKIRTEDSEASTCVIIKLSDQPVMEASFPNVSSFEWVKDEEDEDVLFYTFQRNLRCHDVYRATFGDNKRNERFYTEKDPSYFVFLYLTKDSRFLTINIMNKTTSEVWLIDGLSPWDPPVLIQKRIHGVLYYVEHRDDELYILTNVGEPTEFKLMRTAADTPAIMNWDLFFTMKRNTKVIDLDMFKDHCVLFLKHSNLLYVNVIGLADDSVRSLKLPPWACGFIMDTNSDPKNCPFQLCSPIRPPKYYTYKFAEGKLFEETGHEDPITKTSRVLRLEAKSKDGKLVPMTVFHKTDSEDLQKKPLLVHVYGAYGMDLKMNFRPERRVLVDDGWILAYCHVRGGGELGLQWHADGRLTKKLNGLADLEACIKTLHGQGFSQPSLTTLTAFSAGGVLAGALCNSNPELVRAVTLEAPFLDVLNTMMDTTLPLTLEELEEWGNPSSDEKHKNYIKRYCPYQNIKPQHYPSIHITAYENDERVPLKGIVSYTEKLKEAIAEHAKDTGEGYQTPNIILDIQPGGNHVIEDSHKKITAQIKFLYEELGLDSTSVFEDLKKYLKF
LYPLA2 counter = blocks human lysophospholipase 2, a PME1 counter-screen. O95372. recombinant LYPLA2, FP-Rh probe fluorescence polarization. inhibition, % at 5.9 µM. 0.38% of 320,000 active;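 active means inhibition above the screen-wide mean plus 3 SD, limit set per campaign, cut at about 26% in these data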;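 further: 0% = LYPLA2 with DMSO and 100% = wells lacking LYPLA2 enzyme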
JMJD2C inh = blocks human GASC-1 demethylase activity | GST-JMJD2C(1-420) H3K9me3 demethylation, DELFIA europium | inhibition, % at 2.35 µM | Q9H3R0 | 0.069% of 330,000 active;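 active means more than half of a compound's replicate wells show inhibition beyond 50%, single wells judged on their own value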;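 further: signal counts dimethyl H3K9 product captured on neutravidin plate; 0% = median of DMSO wells and 100% = 0.3 times that DMSO median; strong numbers were not always called active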
Starred values were filed as active, the others as inactive; . = no result given.

A first look, four compounds:
SMILES | CTSL1 counter | TPT1 inh | Efflux pump inh | HCV core dimer | PP5 inh | PP1 counter | PREPL inhibitor | LYPLA2 counter | JMJD2C inh
COc1cc(/C=C/c2ccc3cccc(O)c3n2)cc(OC)c1OC | 3 | 0 | -0.1 | -4 | 2.0 | 8 | 21 | 1 | -5
CC1C(=O)N2CCCc3cc(S(=O)(=O)N(C)CCC#N)cc1c32 (stereo not given) | 1 | -4 | 0.0 | -7 | -0.3 | -3 | 8 | 1 | 3
Cn1c(=O)[nH]c(=O)c2c1nc(Br)n2CCC(=O)c1ccccc1 | 1 | 1 | 0.1 | -7 | 1.2 | 2 | 13 | 6 | 14
CCn1c(C)c(C(=O)c2ccccc2)c(C#N)c1C(=O)O | 18* | -2 | -0.1 | -16 | 0.0 | 0 | 8 | 5 | 32

All compounds of this part, from the start:
SMILES | CTSL1 counter | TPT1 inh | Efflux pump inh | HCV core dimer | PP5 inh | PP1 counter | PREPL inhibitor | LYPLA2 counter | JMJD2C inh
COc1cc(/C=C/c2ccc3cccc(O)c3n2)cc(OC)c1OC | 3 | 0 | -0.1 | -4 | 2.0 | 8 | 21 | 1 | -5
CC1C(=O)N2CCCc3cc(S(=O)(=O)N(C)CCC#N)cc1c32 (stereo not given) | 1 | -4 | 0.0 | -7 | -0.3 | -3 | 8 | 1 | 3
Cn1c(=O)[nH]c(=O)c2c1nc(Br)n2CCC(=O)c1ccccc1 | 1 | 1 | 0.1 | -7 | 1.2 | 2 | 13 | 6 | 14
CCn1c(C)c(C(=O)c2ccccc2)c(C#N)c1C(=O)O | 18* | -2 | -0.1 | -16 | 0.0 | 0 | 8 | 5 | 32
O=C(CN1CCC(NC(=O)c2ccccc2Cl)CC1)NCc1ccco1 | 0 | 0 | -0.1 | -15 | 0.8 | 0 | 20 | 7 | 11
Cc1cccc(C2=N/C(=C\c3cccs3)C(=O)O2)c1 | 5 | -1 | -0.2 | -13 | 2.0 | 1 | 18 | -3 | -16
Cc1cccn2c(=O)c(/C=C(\C#N)C(=O)NCc3ccco3)c(N3CCCCCC3)nc12 | 2 | 3 | 0.0 | 16 | 2.1 | 1 | 7 | -2 | -2
Cc1cccc(-n2ncc3c2CCCC3NC(=O)CCN2CCCO2)c1C (stereo not given) | -2 | 5 | 0.3 | 5 | -2.4 | -1 | -1 | -2 | -3
Cc1ccc(-n2c(O)c(C=NC3CCS(=O)(=O)C3)c3ccccc3c2=O)c(C)c1 (stereo not given) | 3 | -2 | -0.1 | 1 | 3.4 | -1 | 15 | -3 | -4
CCCn1c(=O)c(C(=O)NCc2ccccc2)c(O)c2ccccc21 | -1 | -1 | 0.0 | 1 | -1.6 | 2 | 2 | -2 | 13
C=CCN(CC=C)CCOc1cccc2ccccc12 | -2 | 0 | -0.1 | -5 | 4.9 | 1 | 0 | 8 | 1
CCn1c(SCC(=O)Nc2nc(-c3ccc(C)cc3)cs2)nnc1-c1ccccc1O | 2 | -2 | 0.2 | 15 | 3.7 | 14 | -1 | -61 | 2
O=P(O)(Cc1ccccc1)Cc1ccccc1 | 5 | -2 | -0.1 | -10 | 0.8 | -1 | 15 | -2 | -8
CC(C)(C)c1ccc(OCc2ccc(C(=O)N3CCOCC3)o2)cc1 | -2 | 2 | 0.0 | 7 | 3.8 | -1 | -12 | 3 | 9
Cc1cc(C(=O)C(C)OC(=O)c2ccc(NC(=O)CC#N)cc2)c(C)n1-c1ccccc1 (stereo not given) | 3 | 5 | 0.1 | 4 | 2.8 | 19* | 2 | -57 | 3
Cc1ccsc1CNn1cnnc1SCc1ccccc1F | 2 | 2 | 0.0 | -2 | 1.1 | -1 | 6 | -4 | -7
COc1ccc(CCNc2c3ccccc3nc3ccccc23)cc1OC | 3 | 1 | 0.0 | -4 | -0.4 | -2 | -37 | -5 | 3
Cc1ccc(NC(=O)CC(C)S(=O)(=O)c2ccc3c(c2)NC(=O)CO3)cc1C (stereo not given) | 2 | -4 | -0.1 | -19 | 0.3 | -1 | 13 | -3 | 19
CC(C)CCn1c(SCC(=O)c2ccccc2)nc2c1c(=O)[nH]c(=O)n2C | 2 | -2 | 0.1 | 2 | -1.3 | 0 | 9 | 3 | -6
O=C(Nc1ccccc1C(=O)N/N=C/c1ccco1)c1ccccc1 | 2 | 5 | 0.7 | -2 | -1.4 | -1 | 5 | -1 | 6
CCOCCCNC(=S)N1CCN(c2nc(-c3ccc(F)cc3)cs2)CC1 | 2 | 1 | 0.2 | 1 | -0.8 | 0 | 14 | -7 | -11
N#C/C(=N\Nc1c(Cl)cccc1Cl)C(=O)NN | 7 | -2 | -0.1 | -16 | -1.5 | 0 | 5 | 6 | -6
COc1nccnc1NS(=O)(=O)c1ccc(NC(=S)NC(=O)c2ccccc2)cc1 | -1 | 2 | 0.0 | 4 | 1.2 | -1 | 0 | 1 | -10
C#Cc1ccc(C(=O)NCc2ccc(N3CCCC3=O)cc2)cc1 | 2 | 0 | -0.2 | 27 | 2.3 | 11 | 13 | 3 | 29
CCC(C)C(=O)N1CCc2cc(-c3csc(N)n3)ccc21 (stereo not given) | 2 | -2 | -0.1 | -4 | 0.3 | -1 | 6 | -1 | 79
Cc1ccc(C(=O)N2CCN(c3nc4ccccc4n3C)CC2)cc1 | 1 | -4 | 0.1 | 11 | 0.6 | -2 | 5 | 2 | -2
Cc1c(C(=O)Nc2cccc(N(C)S(C)(=O)=O)c2)cccc1[N+](=O)[O-] | -2 | -3 | -0.1 | 5 | 0.2 | -8 | 6 | 4 | -6
Cc1noc(NS(=O)(=O)c2ccc(NC(=O)c3ccc(Br)o3)cc2)c1C | -1 | -1 | 0.1 | 7 | 1.9 | -1 | -2 | -2 | 7
O=c1c2ccccc2nc(N2CCN(c3ccccc3)CC2)n1Cc1ccccc1 | 1 | -2 | -0.1 | 1 | 1.8 | 2 | 23 | 0 | 4
N#Cc1ccc(/C=C/C(=O)c2cccnc2)cc1 | 3 | 1 | 0.0 | 8 | -2.8 | -5 | 4 | 3 | 2
COc1ccc(/C=C/C(=O)NC2CCN(Cc3ccccc3)CC2)cc1OC | 3 | -3 | 0.1 | -5 | -0.8 | 1 | -1 | 2 | -9
CC(C)CC(COCc1cccc(Cl)c1)N1CCN(C(=O)c2cccc(C(F)(F)F)c2)CCC1=O (stereo not given) | 3 | 0 | -0.1 | 3 | 1.8 | 4 | 19 | 5 | -3
COC(=O)c1ccccc1S(=O)(=O)Nc1ccc2cn[nH]c2c1 | -11 | 0 | -0.1 | 0 | -1.4 | -1 | 4 | 5 | 8
Nc1nc(-c2ccccc2)[nH]c(=O)c1N | 1 | 0 | -0.1 | 0 | 2.5 | 7 | -2 | -11 | -13
O=C(NCCc1ccccc1)C1CCN(C(=O)N2CCOc3ccccc32)CC1 | -1 | -2 | 0.1 | 16 | 2.6 | 1 | -2 | 1 | -8
CC1=C(C)C(=O)C(CCCCC#CCCCC#CCO)=C(C)C1=O | 0 | -4 | 0.1 | 4 | 1.2 | 7 | 0 | 2 | 9
CCOc1ccc2[nH]c(=O)c(C(c3nnnn3C3CCCCC3)N3CCN(C)CC3)cc2c1 (stereo not given) | -5 | -1 | 0.2 | -4 | 1.2 | -4 | 5 | -9 | 5
O=C(Nc1ccc(Oc2ccccc2)cc1)c1ccc(Cn2c(=O)[nH]c3ccsc3c2=O)cc1 | 1 | 0 | 0.0 | 34 | 3.3 | 10 | -16 | -26 | 9
CC(C)NC(=O)NC(=O)COC(=O)CCOc1ccccc1 | -36 | 1 | 0.0 | -2 | 0.3 | -2 | 5 | 3 | 12
COc1ccc(C2CC(c3ccc(OC)cc3OC(C)=O)=NN2C(=O)c2ccccc2)cc1 (stereo not given) | 4 | 1 | 0.0 | -1 | 6.0 | 5 | 10 | -3 | -16
O=C(CN1CCN(Cc2ccc(F)cc2)CC1)NCc1ccccc1 | -4 | 0 | 0.0 | 6 | 1.2 | -2 | -2 | -4 | 2
CC(C)CCCC(C)CCOC(=O)CN1CCCC1 (stereo not given) | 3 | 2 | 0.1 | 0 | 1.0 | -2 | 1 | -2 | 1
Cc1ccc(C)c(C(=O)CN2C(=O)NC3(CCc4ccccc43)C2=O)c1 (stereo not given) | . | . | -0.2 | . | 0.9 | -1 | 2 | 9 | 5
CC(C)(C)OC(=O)NC(Cc1ccccc1)C(=O)NCCCC(=O)O (stereo not given) | -1 | 1 | 0.0 | -7 | -1.5 | -6 | 4 | 2 | -10
Cc1ccc(C(C(=O)NCC2CCCO2)N(C(=O)c2snc(C(N)=O)c2N)c2ccc(F)cc2)o1 (stereo not given) | 3 | -4 | 0.1 | -10 | 1.2 | 2 | 1 | -5 | -3
O=C(N/N=C/c1ccccc1)c1c(O)c2ccccc2[nH]c1=O | -2 | 2 | 0.0 | 0 | 0.5 | 2 | -8 | 6 | 35
COc1ccc(C2=NN(C(=O)CCC(=O)O)C(c3ccccc3F)C2)cc1 (stereo not given) | 0 | 2 | -0.1 | -2 | 0.9 | -2 | -6 | 5 | -4
Cc1cccc(OCCCn2c(CCNC(=O)C(C)C)nc3ccccc32)c1 | -1 | -3 | 0.1 | 1 | 1.4 | -4 | 3 | 8 | 0
O=C(Nc1c(C(=O)NCc2ccco2)cnn1-c1ccccc1)c1cccc(F)c1 | -1 | 3 | 0.0 | -2 | 11* | -3 | 2 | 4 | -1
CCOC(=O)C1=C(CSc2nc3c(cc2C#N)CCC3)OC(N)=C(C#N)C1c1ccccc1 (stereo not given) | 2 | 4 | 0.3 | -1 | 4.9 | 1 | 4 | -5 | -2
Cc1ccc(Oc2nccc(-c3ccc(Cl)cc3)n2)cc1 | 2 | -3 | -0.1 | 4 | 0.8 | 1 | 6 | 6 | -10
O=C(N/N=C/c1ccco1)C1CC(=O)N(c2ccccc2)C1 (stereo not given) | 1 | 0 | 0.1 | 2 | -0.4 | -2 | -4 | 3 | 0
O=C1CN(C(=O)c2ccccc2F)C(c2ccc(F)cc2)c2cc(Br)ccc2N1 (stereo not given) | 0 | 2 | -0.3 | 12 | 1.4 | 0 | 11 | -9 | -37
Cc1cc(NC(=O)CSc2cn(C)c3ccccc23)no1 | 1 | 2 | 0.0 | -8 | 3.6 | 1 | 9 | 1 | 3
COC(=O)N/N=C/c1cccs1 | 5 | 0 | -0.1 | -3 | 0.3 | -5 | 15 | -13 | 0
CN(C)CCN(C(=O)C1CCN(S(=O)(=O)c2cccs2)CC1)c1nc2ccccc2s1 | 1 | -2 | -0.1 | 6 | 1.9 | -9 | -17 | -2 | 0
CN1CCN(C(=S)Nc2cccc(S(=O)(=O)N(C)C)c2)CC1 | 1 | -1 | 0.0 | -3 | -1.1 | -2 | -3 | -8 | -8
O=C(NC(=S)Nc1ccccc1N1CCCC1)c1cccc(F)c1 | 16 | -1 | 0.1 | -2 | 5.4 | -2 | 10 | -9 | -5
Cc1ccc(SC(C)C(=O)N2CCN(c3ccccc3)CC2)cc1 (stereo not given) | 2 | -4 | -0.1 | 0 | 3.2 | 2 | -82 | 7 | 11
O=C(NCCNc1ccc([N+](=O)[O-])cc1)c1cccs1 | 4 | -2 | -0.1 | 14 | 0.2 | -2 | 3 | 3 | -5
O=C1CCCC2=C1C(c1ccc(Br)cc1)c1c([nH]c(=S)[nH]c1=O)N2 (stereo not given) | 0 | -2 | 0.0 | -2 | 0.1 | 7 | 5 | -4 | -2

Source: PubChem BioAssay

Some of the compounds tested; rates above refer to the full screens.
